Compound activity: PubChem BioAssay, The Scripps Research Institute Molecular Screening Center
IDE inh: inhibits human insulin-degrading enzyme in HEK cells; P14735; FAbetaB cleavage, fluorescence polarization; inhibition, % at 5.59 µM; actives 0.41% (n = 320,000);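 active means percent inhibition above the average of all tested compounds plus 3 SD, set per screening campaign, cut at about 16% in these data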;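 further: IDE supplied by intact live HEK cells; FP after avidin binding of uncleaved biotin substrate so inhibition keeps polarization high; 0% = DMSO wells and 100% = 60 µM reference IDE inhibitor Ii1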
Target sequence (P14735 whole entry, looked up): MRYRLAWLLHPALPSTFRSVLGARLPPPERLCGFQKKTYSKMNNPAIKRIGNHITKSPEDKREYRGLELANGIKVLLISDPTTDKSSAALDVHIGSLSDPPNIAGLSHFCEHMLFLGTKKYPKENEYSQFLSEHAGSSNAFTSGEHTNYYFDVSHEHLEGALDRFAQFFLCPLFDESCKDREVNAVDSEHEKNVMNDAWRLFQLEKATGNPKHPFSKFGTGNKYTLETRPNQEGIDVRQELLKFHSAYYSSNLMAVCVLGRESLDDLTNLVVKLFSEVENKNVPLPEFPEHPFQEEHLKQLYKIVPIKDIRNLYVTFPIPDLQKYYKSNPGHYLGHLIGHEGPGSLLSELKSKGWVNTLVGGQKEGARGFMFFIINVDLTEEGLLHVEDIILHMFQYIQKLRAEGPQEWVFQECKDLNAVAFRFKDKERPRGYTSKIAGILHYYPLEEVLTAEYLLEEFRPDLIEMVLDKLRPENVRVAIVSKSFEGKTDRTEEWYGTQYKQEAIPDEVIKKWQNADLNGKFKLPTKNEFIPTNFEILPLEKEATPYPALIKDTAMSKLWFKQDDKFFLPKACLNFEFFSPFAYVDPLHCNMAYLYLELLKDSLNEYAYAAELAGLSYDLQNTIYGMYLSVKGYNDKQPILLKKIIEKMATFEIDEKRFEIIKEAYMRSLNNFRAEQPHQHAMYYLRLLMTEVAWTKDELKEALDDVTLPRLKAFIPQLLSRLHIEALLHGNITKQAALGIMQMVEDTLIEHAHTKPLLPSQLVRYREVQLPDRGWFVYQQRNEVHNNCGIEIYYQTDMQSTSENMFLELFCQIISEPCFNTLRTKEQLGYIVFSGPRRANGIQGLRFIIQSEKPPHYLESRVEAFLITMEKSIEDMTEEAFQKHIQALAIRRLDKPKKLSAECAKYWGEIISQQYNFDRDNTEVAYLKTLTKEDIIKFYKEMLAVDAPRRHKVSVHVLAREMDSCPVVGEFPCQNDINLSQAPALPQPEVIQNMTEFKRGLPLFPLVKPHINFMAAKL
IDE act: boosts human insulin-degrading enzyme activity in HEK cells; FAbeta-B cleavage, fluorescence polarization; 0% vehicle, 100% cell-free pure enzyme wells; activation, % at 5.96 µM; P14735; AID 493087; actives 0.073% (n = 340,000);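 active means activation above the mean of all tested compounds plus 3 SD, set per screening campaign, cut at about 17% in these data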
* marks the source's active call; other numbers are inactive results.

Results follow in this order: IDE inh, IDE act
> Cc1ccccc1NC(=O)Cc1nc(COC(=O)CCc2ccccc2)cs1
→ 2, 6
> CN1CCN(S(=O)(=O)c2ccc(Oc3ccc(Br)cc3F)nc2)CC1
→ 1, 4
> COc1ccc(NC(=O)CN(C)C(=O)c2cc(-c3ccc(OC)cc3)nc3ccccc23)cc1
→ -6, 7
> COc1ccc(C(=O)OC(C)C(=O)NCC2CCCCC2)cc1S(=O)(=O)N1CCOCC1 (stereo not drawn)
→ -1, 5
> O=C(NCC(c1ccco1)N1CCN(c2ccc(F)cc2)CC1)C(=O)NC1CC1 (stereo not drawn)
→ 1, 1
> COc1ccc(C(CNC(=O)CCNC(=O)c2ccccc2OC)N2CCCC2)cc1 (stereo not drawn)
→ -1, 2
> Cc1csc2nc(O)c(C(=O)NCc3ccc4c(c3)OCO4)c(=O)n12
→ 0, 5
> Brc1cccc(C=Nc2cccc3ncccc23)c1
→ -1, -6
> CCCN(C(=O)CSc1ccccc1C(=O)O)C1CCS(=O)(=O)C1 (stereo not drawn)
→ -5, 3
> COc1ccc(Nc2nnc(SC(C)C(=O)NC3CC3)s2)cc1 (stereo not drawn)
→ 3, 3
> CN(C(=O)c1ccc2c(c1)OCCO2)c1c(N)n(Cc2ccccc2)c(=O)[nH]c1=O
→ -1, 3
> Cc1ccccc1-c1nc2ccccc2c(=O)n1/N=C/c1ccc([N+](=O)[O-])cc1
→ 0, 10
> CCOC(=O)c1[nH]cnc1C(=O)N1CCN(C(=O)OC(C)(C)C)CC1
→ -2, 4
> CCN(CC(=O)Nc1ccccc1OC)C(=O)CC1CCCC1
→ 3, -3
> CCc1noc(C)c1C(=O)Nc1nc(-c2ccccc2)cs1
→ 4, 3
> COc1ccc(CCC(=O)Nc2cc(S(=O)(=O)N3CCOCC3)ccc2OC(C)C)cc1
→ 4, 1
> COc1ccc(NC(=O)N(C)C[C@H]2Oc3ccc(NS(=O)(=O)c4cccs4)cc3C(=O)N([C@@H](C)CO)C[C@@H]2C)cc1
→ -1, -3
> COc1ccc(C(=O)OCC(=O)NC2CCCCCCC2)cc1OC
→ 2, 6
> CCOC(=O)Cc1csc(SCC(=O)NC2CCC(C)CC2)n1 (stereo not drawn)
→ 4, 3
> O=C(COC(=O)C1CCN(S(=O)(=O)c2ccc3c(c2)OCCO3)CC1)NC1CCS(=O)(=O)C1 (stereo not drawn)
→ 0, -1
> COc1cccc(CNC(=O)c2cc(S(=O)(=O)N3CCOCC3)ccc2N2CCCC2)c1
→ -8, 2
> Cc1ccc(C)c(S(=O)(=O)N2CCN(c3ncnc4sccc34)CC2)c1
→ 1, -3
> O=C(Nc1cccc(S(=O)(=O)Nc2ccc(SC(F)F)cc2)c1)C1CCC1
→ -4, 2
> O=C(NNC(=O)c1ccco1)c1ccc(NS(=O)(=O)c2cccs2)cc1
→ 1, 2
> C=CCSc1ccc(S(=O)(=O)N2CCN(C)CC2)cn1
→ 3, 5
> O=C(COC(=O)/C=C/c1ccc(C(F)(F)F)cc1)NC1CC1
→ -2, 1
> O=C(CCNS(=O)(=O)c1ccccc1F)OCc1ccccc1Cl
→ -3, -5
> NC(=O)C1CCN(c2oc(-c3cccs3)nc2S(=O)(=O)c2ccc(Br)cc2)CC1
→ 2, 1
> CN(CC(=O)NC(=O)NC1CCCCC1)CC(=O)Nc1ccc(OC(F)(F)F)cc1
→ -2, 3
> CCN(CC)S(=O)(=O)c1ccc(N2CC(C(=O)NCc3ccc4c(c3)OCO4)CC2=O)cc1 (stereo not drawn)
→ -1, 3
> Cc1nnc(SCC(=O)Nc2nnc(-c3ccccc3)o2)s1
→ -3, 1
> O=C(COC(=O)c1cc(Cl)nc(Cl)c1)NCCc1ccc(F)cc1
→ -3, -1
> CCN(CC(=O)Nc1cc(Cl)ccc1C)C(=O)CCOc1ccc(C)cc1
→ 0, 3
> CC1Cc2ccccc2N1S(=O)(=O)c1cccc(C(=O)NCc2ccccn2)c1 (stereo not drawn)
→ -4, -1
> Cc1cccc(OCC(=O)N2CCC3(CC2)CC(=O)c2ccccc2O3)c1
→ -2, 1
> CC(C)n1ncc2c(C(=O)N3CCN(Cc4ccc(Cl)s4)CC3)cc(C3CC3)nc21
→ -5, 1
> COc1cccc(-c2ccc3nnc(SCC(=O)N4CCOCC4)n3n2)c1
→ 6, 7
> Cc1cccc(NS(=O)(=O)c2cccc(C(=O)NCCCN3CCOCC3)c2)c1
→ 4, -2
> CC(C)CN(C(=O)CSc1n[nH]c(-c2cccs2)n1)C1CCS(=O)(=O)C1 (stereo not drawn)
→ 3, 6
> COc1cccc(C(=O)NOCc2ccccc2)c1OC
→ 4, -1
> CN(C)CCCN(C(=O)c1ccc(Br)s1)c1nc2cc3c(cc2s1)OCCO3
→ 5, 3
> CCCOc1ccc(C(F)(F)F)cc1NC(=O)CCc1c(C)noc1C
→ -6, 2
> O=C(COc1coc(CN2CCN(c3ccccc3F)CC2)cc1=O)N1CCc2ccccc21
→ -6, 4
> O=C(Nc1ccc(F)cc1)c1ccc2c(c1)S(=O)(=O)N=C1CCCCCN12
→ 0, 4
> CN(Cc1ccccc1)C(=O)COC(=O)CN1C(=O)c2ccccc2C1=O
→ 0, 2
> CCCCN(C(=O)c1ccc([N+](=O)[O-])o1)c1c(N)n(CCCC)c(=O)[nH]c1=O
→ 3, -2
> COc1cc(C=O)ccc1Oc1ccc(S(=O)(=O)N2CCOCC2)cc1[N+](=O)[O-]
→ 0, 8
> Cc1cccc(O)c1C
→ 11, 4
> Cc1ccccc1NC(=O)NCc1cccnc1
→ 5, 3
> CCCNC(C)(C)COC(=O)c1ccccc1
→ 5, 5
> Cc1nn(Cc2ccccc2)c(C)c1C(=O)NCCCN1CCCC1=O
→ 2, 1
> COC(=O)[C@@]12CCCCN1[C@H](c1ccc(-c3ccc4c(c3)OCO4)cc1)[C@H]1C(=O)N(C)C(=O)[C@H]12
→ 2, 3
> CC(Sc1ccccc1F)C(=O)Nc1cccc(S(=O)(=O)N2CCOCC2)c1 (stereo not drawn)
→ -3, 3
> Cc1cccc(C(=O)NCC(=O)N2CCC2)c1
→ 10, -4
> COc1cccc(NC(=O)CN(C)CC(=O)c2c(C)[nH]c3ccccc23)c1
→ 3, 5
> Cc1cc(=O)n(CCCc2ccccc2)[nH]1
→ 10, -3
> CC(C)c1ccc(OCC(=O)NCc2n[nH]c(=O)c3ccccc23)cc1
→ -1, 0
> COc1ccc(-c2ccccc2)cc1NC(=O)c1ccncc1
→ -3, 0
> COc1ccc2oc(C(=O)Nc3ccc(N4CCOCC4)cc3)c(C)c2c1
→ -1, 1
> Cc1ccsc1C(=O)NNC(=O)c1cccc(S(=O)(=O)N2CCCC2)c1
→ 2, -5

Next part.
SMILES,IDE inh,IDE act
CCC(CO)Oc1cc(NCc2cccc(O)c2)c2ncn(C(C)C)c2c1 (stereo not drawn),4,2
COc1ccc(C(=O)NCC(=O)OCCOc2ccc(Cl)cc2)cc1OC,3,2
NC(=O)c1ccccc1NC(=O)COC(=O)CSCc1cccc(Cl)c1,-2,1
CCCCNc1c(-c2cccc(SC(C)CC)c2)nc2ccc(Cl)cn12 (stereo not drawn),4,2
O=C(COC(=O)Cc1ccc([N+](=O)[O-])cc1)NCc1ccc2c(c1)OCO2,-1,-2
O=C(Nc1ncccc1O)c1cccc(S(=O)(=O)N2CCCC2)c1,-8,2
O=C(COC(=O)c1ccc([N+](=O)[O-])cc1Cl)NCc1ccco1,4,2
Cn1c2cc(Br)sc2c2cnn(Cc3ccc(F)cc3F)c(=O)c21,-2,5
O=C(OCc1nc(-c2ccccc2Cl)no1)c1ccco1,4,5
C#CCOCCOCCOCCNc1nc(N2CCN(C(=O)[C@H](CC(N)=O)n3cc(C(N)[C@H](C)CC)nn3)CC2)nc(N2CCN(C(=O)[C@H](CC(N)=O)n3cc(C(N)[C@@H](C)CC)nn3)CC2)n1 (stereo partly drawn),2,4
COCCCN(C(=O)C1CCC1)c1c(N)n(Cc2ccccc2)c(=O)[nH]c1=O,0,5
CCCN(Cc1nnc(-c2ccccc2Cl)o1)C(=O)COc1ccc(Cl)cc1,0,-1
Cn1nnnc1Sc1ncnc2scc(-c3cccc(F)c3)c12,2,-4
Cn1c(-c2ccccc2F)cc2onc(-c3ccccc3)c2c1=O,1,6
Cc1noc(C)c1S(=O)(=O)Nc1ccc2c(c1)C(=O)N([C@H](C)CO)C[C@H](C)[C@@H](CN(C)S(=O)(=O)c1ccccc1)O2,1,0
COc1ccc(-c2sc3ccc(N4CCOCC4)cc3c2C#CC2(O)CCCCC2)cc1,-3,4
CCCC(C)NC(=O)Cc1ccc(S(=O)(=O)N2CCOCC2)s1 (stereo not drawn),-2,-3
N#CC1(NC(=O)CSc2nnc(C3CC3)n2C2CC2)CCCCC1,5,-1
O=C(CSC1=NS(=O)(=O)c2cc(Cl)ccc2N1)NCc1ccc(F)cc1,-7,-2
CC(=O)OC(C)[C@H]1CC[C@H]2[C@@H]3CC[C@H]4C[C@@H](OC(C)=O)CC[C@]4(C)C3=CC[C@]12C (stereo partly drawn),6,5
COc1ccc(-c2csc(NC(=O)c3c(C)noc3C)n2)cc1,0,2
Nn1c(COc2ccccc2F)nnc1SCC(=O)NC1CCS(=O)(=O)C1 (stereo not drawn),1,-2
CC(C)Cn1c(=S)[nH]c2cc(C(=O)NCc3ccccc3F)ccc2c1=O,1,-2
Cc1ccc(N2C(=O)CCC2=O)c(C)c1,2,1

Grouped by structure: the entries above with a nitro group on carbon.
SMILES,IDE inh,IDE act
Cc1ccccc1-c1nc2ccccc2c(=O)n1/N=C/c1ccc([N+](=O)[O-])cc1,0,10
CCCCN(C(=O)c1ccc([N+](=O)[O-])o1)c1c(N)n(CCCC)c(=O)[nH]c1=O,3,-2
COc1cc(C=O)ccc1Oc1ccc(S(=O)(=O)N2CCOCC2)cc1[N+](=O)[O-],0,8
O=C(COC(=O)Cc1ccc([N+](=O)[O-])cc1)NCc1ccc2c(c1)OCO2,-1,-2
O=C(COC(=O)c1ccc([N+](=O)[O-])cc1Cl)NCc1ccco1,4,2

(next part)
SMILES,IDE inh,IDE act
Cc1cccc(NC(=O)c2nc[nH]c2C(=O)NCc2ccccc2)c1,-4,6
Cc1ccc(NC(=O)CN(C)C(=O)c2cccc(S(=O)(=O)NCc3ccco3)c2)cc1,3,1
CC(C)(C)OC(=O)N1CCC(NC(=O)c2[nH]cnc2C(=O)Nc2ccon2)CC1,1,-2
CC(C)(NC(=O)c1ccccc1)c1nc2ccccc2s1,3,-4
CC(=O)Nc1ccc(S(=O)(=O)N[C@@H](C)C(=O)OCC(=O)c2ccc[nH]2)cc1,-3,3
NC(N)=NCCCC(NC(=O)c1ccccc1)C(=O)Nc1ccc2ccccc2c1 (stereo not drawn),4,5
COc1ccc(NC(=O)Nc2ccc3c(c2)C(=O)N([C@@H](C)CO)C[C@@H](C)[C@@H](CN(C)CC2CCCCC2)O3)cc1,-4,6
CC12CCC(=O)N1C(C(=O)NCCN1C(=O)S/C(=C\c3ccccc3F)C1=O)CS2 (stereo not drawn),2,1
Cn1c(SCC(=O)Nc2sccc2C(N)=O)nc2ccccc2c1=O,-1,-3
Cc1nn(-c2ccccc2)c(C)c1NC(=O)COC(=O)/C=C/c1ccccc1,2,2
Cn1cncc1C#Cc1c(-c2ccc(S(C)(=O)=O)cc2)sc2ccccc12,4,-2
Cc1cc(=O)oc2cc(OCC(=O)N3CCCC3)ccc12,1,3
CCC1(CC)NC(=O)N(CC(=O)Nc2cccc3ccccc23)C1=O,3,-2
Cc1cccc(NC(=O)CSc2nc3[nH]c(=O)cc(O)c3s2)c1,-2,-1
COc1cc(C(=O)Nc2cccc(S(=O)(=O)NCc3ccco3)c2)cc(OC)c1OC,-2,4
O=C(COc1ccc(Br)cc1)Nc1nnc(C2CC2)s1,1,6
COc1ccc(/C=N/NC(=O)c2cccc(S(=O)(=O)N3CCCC3)c2)cc1O,-2,-1
Cc1cc(C(C)(C)C)c(OC(=O)[C@@H]2OC(c3ccccc3)=C[C@H]2c2ccccc2)c(C(C)(C)C)c1,0,0
N#CC1(NC(=O)CN2C(=O)c3ccccc3C2=O)CCCCC1,-6,5
CC1(C)CC2CC(C)(CN2S(=O)(=O)c2cccc(C(=O)OCC(=O)NC(N)=O)c2)C1 (stereo not drawn),1,1
O=C(Nc1cccc(S(=O)(=O)NC2=NCCC2)c1)c1ccc(C(F)(F)F)cc1,2,-1
C=CC[C@@H](CC(=O)N[C@H](CO)Cc1ccccc1)C(=O)N[C@@H](COC(=O)[C@@H](CC=C)Cc1ccc(F)cc1)Cc1c[nH]c2ccccc12,9,-6
COc1cc2sc(-c3ccc(S(C)(=O)=O)cc3)c(C(=O)NCCCCO)c2cc1OC,-1,2
CCOc1ncccc1C(=O)N(CCC(C)C)c1c(N)n(Cc2ccccc2)c(=O)[nH]c1=O,4,2

Profiles, quoted from the list. Order of screens: IDE inh	IDE act
Entry for CCOc1ncccc1C(=O)N(CCC(C)C)c1c(N)n(Cc2ccccc2)c(=O)[nH]c1=O = 4	2
Entry for C=CC[C@@H](CC(=O)N[C@H](CO)Cc1ccccc1)C(=O)N[C@@H](COC(=O)[C@@H](CC=C)Cc1ccc(F)cc1)Cc1c[nH]c2ccccc12 = 9	-6

Remaining list, next part
SMILES,IDE inh,IDE act
O=C(c1cn(Cc2ccccc2)nc1-c1cccnc1)N1CCc2ccccc2C1,-4,7
COCCNC(=O)c1onc(CSc2cccc(OC)c2)c1C(=O)NCCOC,-1,3
Cn1c(CCC(=O)O)nc2cc(S(=O)(=O)N3CCCCC3)ccc21,3,1
CCCNC(=O)C(Cc1ccc(C(F)(F)P(=O)(OCC)OCC)cc1)NC(=O)c1ccc(C#N)cc1 (stereo not drawn),0,6
COc1ccc(NC(=O)c2ccc(NC(=O)c3nc4nccc(C)n4n3)cc2)cc1,1,0
CCOc1ccc(NC(=O)CSc2nnc(Cc3ccccc3)c(=O)n2N)cc1,-2,-1
CCCn1nc(C(=O)Nc2ccc3c(c2)OCCO3)c2ccccc2c1=O,1,0
CCN(c1ccccc1C)S(=O)(=O)c1cc2c3c(c1)CCN3C(=O)CC2,6,-3
COc1ccc(C(=O)NCCS(=O)(=O)N(C)Cc2ccccc2)cc1,-4,-1

An excerpt, so the mix of outcomes need not match the whole.
